PI4K2A block: qHTS for small molecular inhibitors of PI4K2A. Phosphatidylinositol 4-kinase type 2-alpha (Homo sapiens), Q9BTU6. 0.13% of 420,000 active. activity change, negative = inhibition, % at 76.9 µM. purified PI4K2A, ADP-Glo luminescence, 1 h; hits give low values; in the data active = activity change below about -50%; inconclusive = mostly about -30% to -49%;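 note: -100% = wells without enzyme as full effect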
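In this quantitative HTS, ADP production by PI4K2A was quantified luminescently after 1 h at ambient temperature; 100 microM adenosine served as plate-quality control.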
G9a inh: qHTS Assay for Inhibitors of Histone Lysine Methyltransferase G9a; G9a H3K9 monomethylation, AlphaScreen, 2 h; Potency, µM (top dose mostly 102 µM), without a hit: at the highest dose activity, negative = inhibition, actives largely listed as inhibitors; 8.8% of 350,000 active; note: potency is the fitted concentration of half-maximal effect; % is set by controls: 0 for no effect and ±100 for the full control effect; nearly all actives have a fitted effect of over 75% in size
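Methyltransferase reactions run at room temperature for 2 h (20 nM enzyme, 500 nM biotin-H3K9 peptide, 20 uM SAM) after a 15 min compound preincubation; product detected by AlphaScreen beads and anti-H3K9me1 antibody.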
GLS inh: qHTS for Inhibitors of Glutaminase (GLS). 0.21% of 410,000 active. Potency, µM (titrated, usually from 45.5 µM), for inactives: top-dose activity change, negative = inhibition, most hits filed as inhibitors. GLS enzymatic activity, qHTS titration. Glutaminase kidney isoform, mitochondrial (Homo sapiens), O94925. AID 624170, 2012; note: potency is the fitted concentration of half-maximal effect; % is set by controls: 0 for no effect and ±100 for the full control effect
Target sequence (O94925 whole entry, looked up, canonical isoform): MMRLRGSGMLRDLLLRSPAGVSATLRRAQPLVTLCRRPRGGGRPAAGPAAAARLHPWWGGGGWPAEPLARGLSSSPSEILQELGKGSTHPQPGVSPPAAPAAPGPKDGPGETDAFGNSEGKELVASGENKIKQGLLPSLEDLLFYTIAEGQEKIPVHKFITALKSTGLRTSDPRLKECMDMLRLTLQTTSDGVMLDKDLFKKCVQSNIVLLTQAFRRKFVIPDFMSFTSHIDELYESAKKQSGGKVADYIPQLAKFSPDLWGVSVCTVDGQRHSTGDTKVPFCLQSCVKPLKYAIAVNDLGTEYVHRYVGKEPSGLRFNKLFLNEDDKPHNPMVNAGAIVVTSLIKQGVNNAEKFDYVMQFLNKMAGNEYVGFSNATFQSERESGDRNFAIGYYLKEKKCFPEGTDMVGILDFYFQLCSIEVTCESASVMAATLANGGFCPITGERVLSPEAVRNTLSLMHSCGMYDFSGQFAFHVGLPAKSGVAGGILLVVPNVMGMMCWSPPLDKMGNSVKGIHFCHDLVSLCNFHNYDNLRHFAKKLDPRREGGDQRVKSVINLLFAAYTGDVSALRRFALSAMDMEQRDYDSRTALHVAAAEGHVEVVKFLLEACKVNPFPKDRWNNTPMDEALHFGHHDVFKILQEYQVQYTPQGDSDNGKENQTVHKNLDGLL
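Assay buffer: 45 mM KH2PO4 pH 8.2, 0.02% Tween-20. hKGA acts on L-glutamine (1 mM solution added); product glutamate is reported by an oxidase/peroxidase Amplex Red coupling, with fluorescence taken at baseline and 30 min.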
JMJD2A Tudor: qHTS Assay for Inhibitors of JMJD2A-Tudor Domain; 4.4% of 390,000 active; Lysine-specific demethylase 4A (Homo sapiens), O75164; Potency, µM (top dose mostly 114 µM), inactives show at the highest dose activity change, negative = inhibition, usual class: inhibitors; AID 504339, 2011; AlphaScreen JMJD2A-Tudor / H3K4me3 peptide binding; note: potency is the fitted concentration of half-maximal effect; % is set by controls: 0 for no effect and ±100 for the full control effect; nearly all actives have a fitted effect of over 50% in size
Tb PGK inh: qHTS Assay to Find Inhibitors of Phosphoglycerate Kinase; PGK/GAPDH coupled, Kinase-Glo luminescence, 60 min; Potency, µM (titrated, usually from 57.5 µM), for inactives: top-dose activity change, negative = inhibition, most hits filed as inhibitors; 0.043% of 380,000 active; note: potency is the fitted concentration of half-maximal effect; % is set by controls: 0 for no effect and ±100 for the full control effect; nearly all actives have a fitted effect of over 60% in size
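Recombinant glycosomal PGK reaction used 1,3-bisphosphoglycerate generated in-well by GAPDH (100nM final) in 100mM TEA pH 7.6, 5mM MgCl2, 0.01% Tween-20. After 60 minutes at room temperature, ATP was read by Kinase-Glo Plus luminescence end-point.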
BAZ2B block: qHTS Assay for Inhibitors of BAZ2B. Bromodomain adjacent to zinc finger domain protein 2B (Homo sapiens), Q9UIF8. AlphaScreen BAZ2B-H3K14Ac peptide displacement. Potency, µM (titrated, usually from 114 µM), for the others: at the highest dose activity change, negative = inhibition, hits mostly inhibitors. 4.4% of 360,000 active; note: potency is the fitted concentration of half-maximal effect; % is set by controls: 0 for no effect and ±100 for the full control effect; nearly all actives have a fitted effect of over 60% in size
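AlphaScreen displacement: compounds (up to 110uM) incubated 30 min at room temperature with a preformed 50 nM BAZ2B/50 nM biotinylated H3K14Ac peptide complex in PBS pH 7.4 with Tween-20. Donor and acceptor beads at 10 ug/mL final added, 20 min light-protected before reading.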
POLH inh: qHTS for Inhibitors of Polymerase Eta. recombinant Pol eta, fluorescent DNA replication assay. AID 588591, 2011. DNA polymerase eta (Homo sapiens), Q9Y253. Potency, µM (doses to about 114 µM), without a hit: at the highest dose activity change, negative = inhibition, most hits filed as inhibitors. 1.2% of 390,000 active; note: potency is the fitted concentration of half-maximal effect; % is set by controls: 0 for no effect and ±100 for the full control effect
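Pol eta at 10 nM preincubated with compounds 15 min at room temperature; reaction started with fluorescent substrate (50 nM final) and read kinetically at 0 and 10 min.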
HP1b binding inh: HTS for Inhibitors of HP1-beta Chromodomain Interactions with Methylated Histone Tails | Chromobox protein homolog 1 (Homo sapiens), P83916 | AlphaScreen HP1-beta / biotin-H3K9me3 peptide binding | Potency, µM (doses to about 114 µM), for the others: at the top dose activity change, negative = inhibition, usual class: inhibitors | 0.56% of 390,000 active; note: potency is the fitted concentration of half-maximal effect; nearly all actives have a fitted effect of over 70% in size; inactives centre near 23
Target sequence (P83916 whole entry, looked up): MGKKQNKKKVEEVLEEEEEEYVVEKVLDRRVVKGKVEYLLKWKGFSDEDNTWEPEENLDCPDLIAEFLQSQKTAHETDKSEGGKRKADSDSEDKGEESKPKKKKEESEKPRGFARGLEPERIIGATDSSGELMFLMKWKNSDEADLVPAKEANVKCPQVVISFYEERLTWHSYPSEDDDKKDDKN
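AlphaScreen: HP1-beta (50 nM) preformed 30 min with biotin-H3(1-18)K9me3 peptide (50 nM) in PBS pH 7.4, 0.01% Tween-20. Compound added for 30 min at RT, then streptavidin donor/nickel chelate acceptor beads (10 ug/mL) for 30 min.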
Pin1 inhibitor: qHTS Assay to Find Inhibitors of Pin1; Peptidyl-prolyl cis-trans isomerase NIMA-interacting 1 (Homo sapiens), Q13526; Pin1 FP peptide displacement, HiFluor488, 10 min; Potency, µM (highest dose often 115 µM), for the others: top-dose activity, negative = inhibition, hits mostly inhibitors; 0.009% of 390,000 active; active = well fitted inhibition curve with a large enough effect in the polarisation, with a control signal flat, not every such curve was filed as active; inconclusive = small, poorly fitted or top-dose-only effect, or effect the other way, or a change in a side signal; inactive = no such curve, though single readings can be large or run the other way; the % refers to the polarisation; note: potency is the fitted concentration of half-maximal effect; % is set by controls: 0 for no effect and ±100 for the full control effect
Target sequence (Q13526 whole entry, looked up): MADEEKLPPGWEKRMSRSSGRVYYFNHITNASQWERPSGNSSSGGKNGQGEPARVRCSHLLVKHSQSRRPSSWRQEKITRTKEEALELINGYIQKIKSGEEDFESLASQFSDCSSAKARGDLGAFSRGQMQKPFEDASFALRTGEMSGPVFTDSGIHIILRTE
The depositor's hits bear a star; i = inactive; u = inconclusive; x = no result given; [ ] = another dose, or the depositor's remark. Unless noted, calls come from the whole dose curve; as a rule, active = well fitted curve in the direction sought with a large enough effect; inconclusive = small, poorly fitted or top-dose-only effect, or another doubt; inactive = no such curve, though single readings can be large; an effect the other way counts as inactive or inconclusive. An excerpt, so the mix of outcomes need not match the whole.

SMILES	PI4K2A block	G9a inh	GLS inh	JMJD2A Tudor	Tb PGK inh	BAZ2B block	POLH inh	HP1b binding inh	Pin1 inhibitor
COCCNC(=O)CSc1nc2ccccc2c(=O)n1CCC(=O)NCCc1ccc(OC)c(OC)c1	1	-9%	-5%	-9%	-3%	5%	-3%	13%	-4%
Cc1ccc(C2CC(=O)n3nc(-c4cccc(C)c4)nc3S2)cc1 (stereo not drawn)	-9	15%[59 µM]	-10%	-2%	-4%	1%	-18%	51%[activator]	-20%
CCCCCCSc1cc(C)nc2ncnn12	2	u	0%	4%	1%	-8%	-17%	36%	-1%
O=C(NC1CCCc2ccccc21)C1CCN(c2nnc(-n3cccc3)s2)CC1 (stereo not drawn)	-5	-24%	0%	-4%	-2%	4%	-4%	5%	9%
CSc1ccccc1NC(=O)CN1CC(C)OC(C)C1 (stereo not drawn)	-1	12%	19%	0%	1%	6%	-11%	23%	-1%
O=S(=O)(c1ccc(N2CCCC2)nc1)N1CCCC1	-1	15%	-6%	0%	i	1%	-23%	29%	7%
COc1ccc(CCNC(=O)c2noc(C(C)C)c2[N+](=O)[O-])cc1OC	-23	16%	-12%	-20%	-5%	-16%	-9%	-3%	3%
Cc1ccc(C(=O)N/C(=C/c2ccc(-c3cccc([N+](=O)[O-])c3)o2)C(=O)NC(C)C)cc1	-6	u	6%	-34%	0%	-11%	-21%	12%	-3%
CCc1nnc(NC(=O)C2CC(=O)N(CCc3ccc(F)cc3)C2)s1 (stereo not drawn)	-2	u	-11%	-10%	-2%	-18%	1%	-7%	-9%
CCOc1ccc(NC(=O)Cn2cc(C(=O)c3ccccc3)c(=O)c3cc(OC)ccc32)cc1	1	-5%[59 µM]	-7%	-12%	-6%	1%	-12%	44%[activator]	2%
Cc1ccccc1Cn1nnc2c1C(=O)c1ccccc1C2=O	-5	x	-7%	-7%	i	x	-5%	-2%	-1%
COc1ccc2[nH]cc(CCNC(=O)Nc3cccc(F)c3)c2c1	-1	-29%[59 µM]	2%	u	i	-38%	-16%	-10%	3%
CC(C)Oc1ccc(C(=O)NC2(C(F)(F)F)NC(=O)N(CCCc3ccccc3)C2=O)cc1 (stereo not drawn)	-1	-17%	2%	-29%	-6%	-4%	-19%	-11%	-1%
Cc1ccc(N2C(=O)C(F)(F)C2c2ccccc2)cc1 (stereo not drawn)	0	66%[activator]	-4%	43%[activator]	-3%	125%[activator]	-20%	88%[activator]	2%
CC(C)(C)NC(=O)C1CCC(CNc2c(N3CCCCC3)c(=O)c2=O)CC1 (stereo not drawn)	2	11%	36%[activator]	-3%	1%	4%	-12%	36%	-7%
CC(=O)n1cc(C2C(=O)CCCC2=O)c2ccccc21	9	u	13%	-12%	-9%	8%	7%	39%	-1%
Cc1ccc2nsnc2c1S(=O)(=O)NCCc1c(C)[nH]c2ccc(F)cc12	-11	13%[12.7 µM]	-3%	u	i	u	-10%	-23%	-18%
O=[N+]([O-])c1ccc(Cl)c(-c2ccc(/C=N/c3c(-c4ccco4)nc4ccccn34)o2)c1	u	u	8%	u	-16%	u	-22%	u	8%
O=C(Nc1ccc(Br)cc1)c1ccc2c(c1)OCO2	2	32%	-2%	-3%	-4%	-15%	-5%	41%[activator]	1%
CN1CCN(C(=S)NC(=O)c2ccc(-c3ccccc3)cc2)CC1	5	u	12%	-21%	0%	u	0%	33%	4%
Cc1ccn2cc(CCNS(=O)(=O)c3ccc4c(c3)OCCO4)nc2c1	2	8%[59 µM]	-5%	-6%	-4%	2%	-6%	5%	-3%
CCC(=O)Nc1c(C(=O)Nc2ccc3c(c2)OCCO3)oc2ccccc12	-2	-6%	3%	-11%	-8%	-6%	-17%	23%	3%
Cc1cc(C)c(S(=O)(=O)N2CCC(C(=O)OCc3c(C)noc3C)CC2)c(C)c1	-4	5%[59 µM]	0%	1%	-1%	3%	-25%	61%[activator]	-3%
COC(=O)C[C@H]1C[C@@H]2c3cc(NC(=O)CN(C)C)ccc3O[C@@H]2[C@H](CO)O1	-7	x	-1%	x	-2%	x	4%	x	x
COc1cc(OC)c(OC)cc1/C=C1\Oc2cc(OS(C)(=O)=O)ccc2C1=O	0	40µM*	-7%	u	u	-35%	50µM*	-4%	u

Additional structures:
SMILES	PI4K2A block	G9a inh	GLS inh	JMJD2A Tudor	Tb PGK inh	BAZ2B block	POLH inh	HP1b binding inh	Pin1 inhibitor
CCCCNC(=S)Nc1ccc(SC(F)F)cc1	-4	-4%	-4%	2%	-6%	-1%	-6%	48%[activator]	2%
Cc1ccc(/C=N/NC(=O)c2ccc3nc[nH]c3c2)s1	-1	88%[activator][59 µM]	-2%	-15%	-9%	-13%	-14%	32%	0%
O=C(COc1ccc2ccccc2c1)NCC(=O)N/N=C/c1ccco1	-2	u	5%	-2%	-8%	-31%	2%	6%	7%
Cc1ccc(S(=O)(=O)Nc2cccc3ncccc23)s1	-11	-12%[59 µM]	1%	-8%[11.4 µM]	i	u	-19%	-9%	-2%
Cc1cc(Cl)ccc1OCC(=O)N/N=C1\CC2C=CCC12 (stereo not drawn)	5	10%[59 µM]	8%	-9%	1%	4%	-4%	26%	0%
Cn1ncc(Cl)c1C(=O)Nc1nnc(C2CC2)s1	-1	x	2%	-13%	-4%	-2%	-12%	24%	-13%
COc1ccc(N2CCN(S(=O)(=O)c3ccc(C4CCCCC4)cc3)CC2)cc1	2	-36%[59 µM]	3%	-6%	-2%	-7%	-1%	26%	-3%
CCCCNC(=O)c1nc2ncc(Br)cn2n1	-5	-34%[59 µM]	1%	-19%	-1%	-3%	10%	18%	3%
CCn1nnc(-c2ccccc2NC(=O)c2cc(OC)c(OC)c(OC)c2)n1	0	1%[59 µM]	5%	-2%	0%[11.5 µM]	4%	-3%	30%	-4%
C=C1c2ccccc2NC(=O)N1c1ccc(OC)cc1	-2	20µM*	1%	-21%	-10%	0%	-16%	17%	-2%
O=C(NNS(=O)(=O)c1ccc(CCCl)cc1)C(O)(c1ccccc1)c1ccccc1	0	-2%[59 µM]	-3%	-11%	2%	-24%	-12%	26%	-2%
CCCCCCC1CC(CSC(=N)N)OC1=O (stereo not drawn)	4	10%[59 µM]	13%	-4%	i	12%	-16%	30%	2%
COc1ccc(N2CCN(C(=O)CCNS(=O)(=O)c3cc(Br)cnc3N)CC2)cc1	4	u	38%[activator]	-20%	-6%	u	-21%	6%[57 µM]	5%
COc1ccc(C2(CNC(=O)C(=O)Nc3ccc(F)cc3)CCCC2)cc1OC	-2	-3%[59 µM]	4%	-14%	11%	-2%	-10%	21%	4%
COc1ccc(CCNC(=O)c2cn(C)c3ccc(S(=O)(=O)N(C)C4CCCCC4)cc3c2=O)cc1OC	-2	8%[59 µM]	1%	-4%	i	x	-13%	17%	0%
Cc1[nH]c2ccccc2c1/C=N/NC(=O)CNC(=O)Cc1ccccc1	6	71µM*	27%	-25%	-2%	u	-15%	32%	1%
COC(=O)C1=C(C(=O)c2ccccc2)C(c2cccs2)n2nnnc2N1 (stereo not drawn)	-13	-7%	33%[activator]	-10%	i	0%	-8%	24%	u

An excerpt from above in order of number of heavy atoms, rising:
SMILES	PI4K2A block	G9a inh	GLS inh	JMJD2A Tudor	Tb PGK inh	BAZ2B block	POLH inh	HP1b binding inh	Pin1 inhibitor
CCCCNC(=O)c1nc2ncc(Br)cn2n1	-5	-34%[59 µM]	1%	-19%	-1%	-3%	10%	18%	3%
CCCCNC(=S)Nc1ccc(SC(F)F)cc1	-4	-4%	-4%	2%	-6%	-1%	-6%	48%[activator]	2%
Cc1ccc(/C=N/NC(=O)c2ccc3nc[nH]c3c2)s1	-1	88%[activator][59 µM]	-2%	-15%	-9%	-13%	-14%	32%	0%
Cc1cc(Cl)ccc1OCC(=O)N/N=C1\CC2C=CCC12 (stereo not drawn)	5	10%[59 µM]	8%	-9%	1%	4%	-4%	26%	0%
Cc1[nH]c2ccccc2c1/C=N/NC(=O)CNC(=O)Cc1ccccc1	6	71µM*	27%	-25%	-2%	u	-15%	32%	1%
CCn1nnc(-c2ccccc2NC(=O)c2cc(OC)c(OC)c(OC)c2)n1	0	1%[59 µM]	5%	-2%	0%[11.5 µM]	4%	-3%	30%	-4%
COc1ccc(N2CCN(S(=O)(=O)c3ccc(C4CCCCC4)cc3)CC2)cc1	2	-36%[59 µM]	3%	-6%	-2%	-7%	-1%	26%	-3%
O=C(NNS(=O)(=O)c1ccc(CCCl)cc1)C(O)(c1ccccc1)c1ccccc1	0	-2%[59 µM]	-3%	-11%	2%	-24%	-12%	26%	-2%
COc1ccc(CCNC(=O)c2cn(C)c3ccc(S(=O)(=O)N(C)C4CCCCC4)cc3c2=O)cc1OC	-2	8%[59 µM]	1%	-4%	i	x	-13%	17%	0%

Bioassay records deposited in PubChem by National Center for Advancing Translational Sciences (NCATS).
